# RmlCD inh mix – inhibitors of RmlC and RmlD coupled enzymes. RmlC/RmlD coupled enzyme inhibition, 384-well mixture HTS. inhibition, % at 5.5 µM. hit rate 0.39% among 110,000. AID 1532; in the data active = inhibition above about 30%, passing the limit was not always enough; inconclusive = no clear call, values can overlap the other calls; also: strong numbers were not always called active
# HIV RNase H inh – blocks HIV-1 RNase H cleavage of RNA/DNA duplex | P04585 | RT-RNase H RNA/DNA duplex cleavage, fluorescence | inhibition, % at 10 µM | hit rate 1.9% among 65,000 | AID 565; in the data active = inhibition above about 50%
# Numbers without * were called inactive; ? = inconclusive; . = no result given.
# Second line of a record: RmlCD inh mix	HIV RNase H inh
COc1ccc(C(CC(=O)N2CCCCC2)c2c(OC)cc(OC)c3ccc(=O)oc23)cc1 (stereo not given)
  2	.
Cn1c(=O)[nH]c(=O)c2c1nc(NCc1ccco1)n2CCCc1ccccc1
  -6	1
CCCOC(=O)c1ccc(NC(=O)CCC(=O)OCC)cc1
  -7	-6
COc1ccc(C2C(C(=O)OC(C)C)=C(C)N=c3s/c(=C\c4cccs4)c(=O)n32)cc1 (stereo not given)
  7	.
O=C1[C@@H]2[C@H](C(=O)N1n1cnnc1)[C@H]1C=C[C@@H]2C1
  -9	-1
Cc1cc(C)nc(NS(=O)(=O)c2ccc(NC(=S)NC(=O)C(C)(C)C)cc2)n1
  22	.
COc1ccc(OC)c(CC(=O)O)c1
  -12	-2
Cc1ccc(Cn2c(C3CCCN3c3nc(-c4ccc(F)cc4)cs3)nc3cc(Cl)c(Cl)cc32)cc1 (stereo not given)
  8	.
O=C(c1ccncc1)C12CN3CN(CN(C3)C1)C2
  .	-7
CCN(CC)C(=O)CSc1nnc(-c2ccc(F)cc2)n1N
  6	-21

# (cont.)
# Second line of a record: RmlCD inh mix	HIV RNase H inh
CCOC(=O)C1CCN(Cc2ccc(F)cc2F)CC1
  5	.
COc1ccc(-c2noc(CSc3nc(-c4ccccc4)cc(=O)[nH]3)n2)cc1
  -4	.
Cc1nc2ccccc2n1/N=C/c1cccnc1
  -6	.
CC1(c2ccco2)NC(=O)NC1=O (stereo not given)
  -11	-8
O=C(c1ccccc1)N1CCN(C(=O)c2ccccc2)C1c1ccccc1
  -13	.
COc1ccc(N2C(=O)CN=C2Nc2cccc(C)c2C)cc1OC
  -11	93*
Cc1cccc(C)c1-n1c(C)cc(/C=N/NC(=O)c2ccncc2)c1C
  5	.
Cc1ccc(C(=O)Oc2ccccc2C(=O)N2CCOCC2)cc1
  -11	.
C/C(=C1/SC(N2CCCC2)=NC1=O)c1ccc(Br)cc1
  7	-14
COc1cc(C(C[N+](=O)[O-])c2c(C)[nH]c3ccccc23)cc(OC)c1OC (stereo not given)
  -8	.

# Next part:
# Second line of a record: RmlCD inh mix	HIV RNase H inh
CCOC(=O)C1=C(C)Nc2nnnn2C1c1c[nH]c2ccccc12 (stereo not given)
  18	-18
N#CCSc1n[nH]c2nc3c(c(=O)n12)C1(CCCC1)Cc1ccccc1-3
  .	18
COc1ccc(-c2nc(C#N)c(NCCCN(C)C)o2)cc1OC
  16	-19
Cc1ccc(S(=O)(=O)N2CCCC2C(=O)NCc2ccco2)cc1 (stereo not given)
  0	-8
O=C(N/N=C/C=C/c1ccccc1)c1cccc(Br)c1
  -8	.
c1ccc(-c2nn3c(-c4ccco4)nnc3s2)nc1
  -15	-3
COC(=O)CN(C(=O)CSc1nnc(-c2cccc(OC)c2)o1)c1ccc(OC)cc1
  9	6
CCN1C(=O)/C(=C\N2CCN(C)CC2)SC1=S
  5	-1
CCOc1ccccc1C(=O)Nc1cc(C(=O)NCCc2ccccc2)ccc1Cl
  8	.
CCOC(=O)c1cnn(Cc2ccccc2Cl)c1N
  -34	.

# Carrying on:
# Second line of a record: RmlCD inh mix	HIV RNase H inh
O=c1c2[nH]c3ccc(Cl)cc3c2ncn1Cc1ccccn1
  -12	-8
Nc1nc(C2C(=O)CCCC2=O)cs1
  -6	-5
Cc1ccc(-n2nnnc2SCC(=O)c2ccc3c(c2)NC(=O)CO3)c(C)c1
  5	.
CC(=O)c1ccc(-c2nc3ccccc3n2C)o1
  151*	2
O=c1[nH]c(=O)n(-c2cccc(Cl)c2)c(O)c1C=NCCCN1CCOCC1
  9	6
O=C(Nc1nc2ccccc2n1CCN1CCOCC1)c1cn(-c2ccccc2)nc1-c1ccccc1
  .	8
COCCn1c(-c2ccccc2)nc2oc3ccccc3c(=O)c2c1=O
  ?	5
O=C(Cc1nn[nH]n1)NCc1ccccc1Cl
  7	-2
O=C(COC(=O)C(Cc1ccccc1)NC(=O)c1ccco1)NC1CC1 (stereo not given)
  -14	.
COc1cc(OC)c(/C=N/NC(=O)c2ccc([N+](=O)[O-])cc2)cc1Br
  6	.

# Next section:
# Second line of a record: RmlCD inh mix	HIV RNase H inh
CNC(=O)Cn1nc(-c2ccc(C)c(S(=O)(=O)N(C)C)c2)c2ccccc2c1=O
  7	.
O=C(NCc1ccncc1)c1ccc(Cl)c(S(=O)(=O)N2CCOCC2)c1
  7	-4
COc1ccc(NC(=O)CC2C(=O)N(c3cccc(OC)c3)C(=O)N2Cc2ccco2)cc1 (stereo not given)
  3	.
COC(=O)N/N=C(\C)c1ccccc1Br
  -12	.
CC1NC(=O)NC1CCCCC(=O)O (stereo not given)
  -17	-4
CC1CCC(C(=O)NC(C(=O)N2CCN(c3ccccn3)CC2)C(C)C)CC1 (stereo not given)
  .	-12
Cc1ccc2cc3cc(C(=O)N(CC(=O)NC4CCCC4)c4cccc(C)c4C)sc3nc2c1
  -12	.
COc1ccc2c(c1)[nH]c1c(=O)n(CCC3=CCCCC3)cnc12
  5	.
CCCSC1=C(C#N)C(c2cccnc2)C(C(=O)OCC)=C(c2ccccc2)N1 (stereo not given)
  -12	.
CCN1C(=O)CC(N2CCC(C(=O)N3CCOCC3)CC2)C1=O (stereo not given)
  -11	2

# Of the compounds above, these have two or more sulfur atoms.
# Second line of a record: RmlCD inh mix	HIV RNase H inh
COc1ccc(C2C(C(=O)OC(C)C)=C(C)N=c3s/c(=C\c4cccs4)c(=O)n32)cc1 (stereo not given)
  7	.
Cc1cc(C)nc(NS(=O)(=O)c2ccc(NC(=S)NC(=O)C(C)(C)C)cc2)n1
  22	.
CCN1C(=O)/C(=C\N2CCN(C)CC2)SC1=S
  5	-1

# Continuation.
# Second line of a record: RmlCD inh mix	HIV RNase H inh
COC(=O)c1ccc(NC(=O)Nc2ccc(F)c(Cl)c2)cc1
  -8	.
Cn1c(OCc2ccc3c(c2)OCO3)nc2c1c(=O)n(Cc1cccc(Cl)c1)c(=O)n2C
  -15	-86
O=C(CSc1cccc2cccnc12)OCC(=O)c1ccc(Br)cc1
  -5	.
CCOC(=O)c1nnn(-c2nonc2NC(C)=O)c1C
  -15	-4
CCCCC[C@H](O)/C=C/C1=C(CCCCCCC(=O)O)C(=O)CC1
  6	15
O=S(=O)(c1ccc(N2CCN(S(=O)(=O)c3ccc4c(c3)OCCO4)CC2)nc1)N1CCCC1
  -9	0
CC(C)C[C@@H]1NC(=O)[C@H](C(C)C)NC(=O)c2cc([N+](=O)[O-])cc(I)c2NCC[C@@H](C(N)=O)NC1=O
  2	.
Cc1ccnc(NC(=S)NC(=O)/C=C/c2ccco2)c1
  61	.
C=CCn1c(SCc2ccc(Cl)cc2)nc2c1c(=O)[nH]c(=O)n2C
  15	-13
COC(=O)c1cc2ccsc2n1CC(=O)Nc1ccc(N(C)C)cc1
  1	10

# 2 records picked at random from the list so far:
# Second line of a record: RmlCD inh mix	HIV RNase H inh
Cc1ccc(C(=O)Oc2ccccc2C(=O)N2CCOCC2)cc1
  -11	.
CCN1C(=O)CC(N2CCC(C(=O)N3CCOCC3)CC2)C1=O (stereo not given)
  -11	2

# (list continues)
# Second line of a record: RmlCD inh mix	HIV RNase H inh
O=C(Oc1ccc2c(=O)c(Oc3ccc4ccccc4c3)coc2c1)c1cncc(Br)c1
  -20	.
Cc1ccc(-n2ncc3c(=O)[nH]cnc32)c(C)c1
  15	-8
COc1ccc(N(CC(=O)Nc2ccc(C)c(C)c2)S(=O)(=O)c2c(C)n[nH]c2C)cc1
  .	-3
CCC(=O)C1=C(N2CCCC2)CC(C)(C)CC1=O
  9	.
COc1ccccc1N1CCN(C(=O)CSc2nc3ccccc3o2)CC1
  3	.
CS(=O)(=O)N(CC(=O)Nc1ccccc1C(=O)NCc1ccco1)c1ccc2c(c1)OCCO2
  -5	.
O=C(NCc1ccc(Cl)cc1)C(=O)NCC1OCCN1S(=O)(=O)c1ccc2c(c1)OCCO2 (stereo not given)
  -13	.
O=C(COC(=O)Cc1ccsc1)NC1CCCCCC1
  13	-25
CCN(CC)c1ccc(N=Cc2c(O)n(CCC3=CCCCC3)c(=O)[nH]c2=O)cc1
  2	18
COc1ccc(C(=O)CSc2nc3cccnc3n2C)cc1
  -1	.

# Some of the entries so far, with each value named:
> COC(=O)N/N=C(\C)c1ccccc1Br
  RmlCD inh mix: -12
  HIV RNase H inh: .

> c1ccc(-c2nn3c(-c4ccco4)nnc3s2)nc1
  RmlCD inh mix: -15
  HIV RNase H inh: -3

> C/C(=C1/SC(N2CCCC2)=NC1=O)c1ccc(Br)cc1
  RmlCD inh mix: 7
  HIV RNase H inh: -14

> COc1ccc2c(c1)[nH]c1c(=O)n(CCC3=CCCCC3)cnc12
  RmlCD inh mix: 5
  HIV RNase H inh: .

# Further compounds.
# Second line of a record: RmlCD inh mix	HIV RNase H inh
Cc1c(Br)c([N+](=O)[O-])nn1CC(=O)N1CCCc2ccccc21
  0	.
Cc1cc2oc(=O)cc(CN3CCN(C/C=C/c4ccccc4)CC3)c2cc1O
  -17	13
COC(=O)c1[nH]c2ccc(C)cc2c1NC(=O)CN1CCCC(C)(C)C1
  -10	-10
CCOc1ccc(C2/C(=C(\O)c3cccc(OC)c3)C(=O)C(=O)N2c2cc(C)on2)cc1OC (stereo not given)
  9	0
O=P(O)(CCCP(=O)(O)CCc1ccccc1)CCc1ccccc1
  .	6
CN(C/C=C/C#CC(C)(C)C)Cc1cccc2ccccc12
  -22	.
CCOC(=O)C1CCCN(C(=O)C2CCCN(S(C)(=O)=O)C2)C1 (stereo not given)
  11	-24
COC(=O)c1sccc1NC(=O)/C=C\c1ccc(Cl)cc1Cl
  -6	.
COc1ccccc1CNc1n[nH]c(NCc2ccccc2OC)n1
  4	-20
O=C(CCNS(=O)(=O)c1cccc2nonc12)N1CCN(c2cccc(Cl)c2)CC1
  1	-22

# Next section
# Second line of a record: RmlCD inh mix	HIV RNase H inh
O=C(CCN1C(=O)c2ccccc2C1=O)NC1=NCCS1
  15	-11
O=C(c1ccco1)N1CCN(C(=O)c2cnn3c(C(F)(F)F)cc(-c4cccs4)nc23)CC1
  -2	4
COc1ccc(Sc2nnc(-c3ccccc3)cc2C#N)cc1
  8	.
C/C(=N\NC(=O)COc1ccc([N+](=O)[O-])cc1)C(C)(C)C
  16	.
O=C(NCC1CCCO1)c1cccc(-n2cnnn2)c1 (stereo not given)
  -11	-3
COc1ccc(NC(=O)C2CCCN2S(=O)(=O)c2ccc(C)cc2)cc1 (stereo not given)
  5	.
Cc1noc(C)c1COC(=O)COc1ccc2c(C)cc(=O)oc2c1
  13	-8
CCCOC(=O)CCc1n[nH]c(=O)[nH]c1=O
  -15	-82
O=C(COC(=O)C1(c2ccccc2F)CCCC1)N1CCN(C(=O)c2ccco2)CC1
  -4	-4
CCOC(=O)N1CCC(N2C(=O)c3ccccc3C2Nc2ccc(Cl)cn2)CC1 (stereo not given)
  3	-2

# Remaining list, next part:
# Second line of a record: RmlCD inh mix	HIV RNase H inh
COC(=O)c1ccccc1NC(=O)c1nc2nc(C)cc(C(F)F)n2n1
  76	-13
CC1(C)Oc2cc3oc(-c4cc(O)cc(O)c4)cc3cc2CC1O (stereo not given)
  -22	.
COc1ccccc1CNC(=O)c1ccc(CS(=O)(=O)c2ccccc2OC)o1
  -7	-1
N#CC1=C(N)Oc2n[nH]c(-c3ccc(F)cc3)c2C1c1cccc(OC(=O)N2CCOCC2)c1 (stereo not given)
  5	6
Cc1c(C(=O)O)oc2ccc(S(=O)(=O)NCc3ccc(F)cc3)cc12
  -7	7
Cc1ncc(N=Nc2ccccc2Cl)c(-c2ccccc2)n1
  5	.
Cc1c(NC(=O)CSc2nc3c(cnn3-c3ccccc3)c(=O)[nH]2)c(=O)n(-c2ccccc2)n1C
  .	-12
CCOC(=O)C(C)n1cnc2c(oc3ccccc32)c1=O (stereo not given)
  6	1
Cc1ccc(Nc2nc(CSc3nnnn3-c3ccccc3)cs2)cc1
  8	-33
O=C(O)C1C2C=CC(C2)C1C(=O)Nc1ccc2c(c1)OCCO2 (stereo not given)
  -6	3

# New compounds follow:
# Second line of a record: RmlCD inh mix	HIV RNase H inh
Clc1cccc(CSc2nccn2-c2ccccc2)c1
  1	.
CC1CN(c2ncnc3c2cnn3-c2ccc(Cl)cc2)CC(C)O1 (stereo not given)
  4	-4
Cc1cc(CNC(=O)C2(C(F)(F)F)C/C(=C\CCO)CCCO2)nn1C (stereo not given)
  5	.
N#Cc1c(N)nc2c(c1N)CC(COc1ccccc1)O2 (stereo not given)
  8	.
CCOC(=O)N1CCN(c2cc3[nH]c(=S)[nH]c3cc2F)CC1
  -10	61*
CN(NC(=O)c1ccccc1)c1nc2ccccc2nc1C(F)(F)F
  -3	.
CN1CCN(C(=O)C23CCC(C)(c4nc5ccccc5nc42)C3(C)C)CC1 (stereo not given)
  0	.
CO/N=C/C(C#N)c1ncc(C(F)(F)F)cc1Cl (stereo not given)
  31	.
CCOc1ccc(-n2c(=O)cc(N3CCN(c4ccccc4)CC3)[nH]c2=O)cc1
  6	0
O=C(CSc1nnc2sc3ccccc3n12)NCc1ccco1
  8	11

# More compounds follow:
# Second line of a record: RmlCD inh mix	HIV RNase H inh
COc1ccc(C(=O)Nc2cc(C)cc(C)c2)cc1S(=O)(=O)N1CCOCC1
  10	.
Cc1[nH]c2ccc(-c3nnc(SCC(=O)c4ccccc4F)o3)cc2c1C
  8	-2
O=C(Nc1ccc(NC(=S)NC(=O)c2ccccc2Cl)cc1)c1cccc(Cl)c1
  9	.
CCN(CC)CCCNC(=O)C(C)n1nc(C)c2sc3ccccc3c2c1=O (stereo not given)
  3	.
CCOc1ccc(C2=CC(c3ccccc3)n3ncnc3N2)cc1 (stereo not given)
  3	.

# Whole records, quoted from the list. Order of screens: RmlCD inh mix, HIV RNase H inh
# `CCN(CC)CCCNC(=O)C(C)n1nc(C)c2sc3ccccc3c2c1=O` (stereo not given) is listed as 3, .
# `COc1ccc(C(=O)Nc2cc(C)cc(C)c2)cc1S(=O)(=O)N1CCOCC1` is listed as 10, .
# `O=C(Nc1ccc(NC(=S)NC(=O)c2ccccc2Cl)cc1)c1cccc(Cl)c1` is listed as 9, .

# High-throughput results: PubChem, several laboratories

# A portion of the library; rates above refer to the full screens.
